# High-throughput results deposited in PubChem BioAssay by several laboratories.
# BaF3 parental: parental Ba/F3 viability inhibition as JAK2V617F counter-screen | CellTiter-Glo ATP luminescence | inhibition, % at 5.6 µM | 220,000 compounds, 1.1% hits;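 active = inhibition above a per-campaign cutoff, the mean inhibition of all tested compounds plus 3 SD, cut at about 27% in these data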;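 note: 0% = DMSO wells and 100% = JAK Inhibitor I control wells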
# Furin inhibitor: blocks human furin protease activity; 220,000 compounds, 0.061% hits; inhibition, % at 30 µM; purified furin, fluorogenic substrate cleavage; P09958; in the data active = inhibition above about 25%; note: inactives centre near -15
# TbHK1 inh: T. brucei hexokinase 1 inhibition. 220,000 compounds, 0.11% hits. recombinant TbHK1, G6PDH-coupled NADH A340. AID 1430. inhibition, % at 10 µM;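 active = inhibition of 50% or more in the single-dose primary screen; inactive = inhibition below 50%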
# EP2 antag: EP2 receptor (human) inhibition; inhibition, % at 25 µM; P43116; 260,000 compounds, 0.52% hits; C6 glioma cells expressing human EP2, cAMP TR-FRET; cells stimulated with saturating PGE2;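 active = percent inhibition above 40 after rounding to a whole number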;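 note: rat C6 glioma host cells with rolipram phosphodiesterase inhibitor present; the protocol text gives 20 µM as final concentration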
# Ba/F3 V617F tox: reduce viability of Ba/F3 cells dependent on JAK2V617F | 220,000 compounds, 1.1% hits | inhibition, % at 5.6 µM | Ba/F3 EpoR-JAK2V617F viability, ATP luminescence;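 active = inhibition above the campaign mean plus 3 SD over all tested compounds, cut at about 24% in these data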;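 note: cytokine-independent growth of Ba/F3 cells driven by EpoR plus mutant JAK2; 0% = DMSO-treated cells and 100% = JAK inhibitor I control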
# RBBP9 inh: human RBBP9 hydrolase inhibition; O75884; recombinant RBBP9, FP-Rh probe fluorescence polarization; inhibition, % at 7.94 µM; 220,000 compounds, 0.2% hits;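 active = inhibition above the campaign mean of all tested compounds plus 3 SD, cut at about 14% in these data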;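 note: plate controls were DMSO wells with RBBP9 for no effect and wells lacking RBBP9 protein for full effect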
# Target sequence (O75884 whole entry, looked up): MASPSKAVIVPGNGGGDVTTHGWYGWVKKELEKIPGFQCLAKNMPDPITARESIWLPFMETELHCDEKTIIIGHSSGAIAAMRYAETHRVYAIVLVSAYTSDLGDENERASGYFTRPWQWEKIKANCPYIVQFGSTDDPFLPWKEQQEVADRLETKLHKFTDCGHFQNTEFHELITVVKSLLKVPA
#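 Measured by – fluorescence polarization · Test system – RBBP9 protein · Input – 2.5 µM RBBP9 dispensing solution, before mixing · Measure – percent inhibition from mP, scaled between DMSO and no-protein wells · Benchmarks – DMSO-treated enzyme wells and wells lacking RBBP9 · Times – preincubation 30 min plus labeling 45 min at 25 °C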
# PPC-1+TRAIL kill: PPC-1 cancer cell killing with TRAIL present. PPC-1 cells + TRAIL, ATPLite viability luminescence. 220,000 compounds, 0.41% hits. cell killing (% activity), % at 4 µM;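 active = cell killing above 50% in the first pass at 4 µM, then a duplicate retest at 5 µM averaging 50% or more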;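 note: plate controls were cells with TRAIL plus DMSO for no effect and medium-only wells lacking cells for full effect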
# p97 inhibitor: human p97 ATPase inhibition; P55072; recombinant p97 ATPase, Kinase-Glo ATP luminescence, 3 h; inhibition, % at 8 µM; 220,000 compounds, 0.42% hits; in the data active = inhibition above about 15%;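 note: 0% = DMSO vehicle and 100% = wells lacking enzyme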
# Target sequence (P55072 whole entry, looked up): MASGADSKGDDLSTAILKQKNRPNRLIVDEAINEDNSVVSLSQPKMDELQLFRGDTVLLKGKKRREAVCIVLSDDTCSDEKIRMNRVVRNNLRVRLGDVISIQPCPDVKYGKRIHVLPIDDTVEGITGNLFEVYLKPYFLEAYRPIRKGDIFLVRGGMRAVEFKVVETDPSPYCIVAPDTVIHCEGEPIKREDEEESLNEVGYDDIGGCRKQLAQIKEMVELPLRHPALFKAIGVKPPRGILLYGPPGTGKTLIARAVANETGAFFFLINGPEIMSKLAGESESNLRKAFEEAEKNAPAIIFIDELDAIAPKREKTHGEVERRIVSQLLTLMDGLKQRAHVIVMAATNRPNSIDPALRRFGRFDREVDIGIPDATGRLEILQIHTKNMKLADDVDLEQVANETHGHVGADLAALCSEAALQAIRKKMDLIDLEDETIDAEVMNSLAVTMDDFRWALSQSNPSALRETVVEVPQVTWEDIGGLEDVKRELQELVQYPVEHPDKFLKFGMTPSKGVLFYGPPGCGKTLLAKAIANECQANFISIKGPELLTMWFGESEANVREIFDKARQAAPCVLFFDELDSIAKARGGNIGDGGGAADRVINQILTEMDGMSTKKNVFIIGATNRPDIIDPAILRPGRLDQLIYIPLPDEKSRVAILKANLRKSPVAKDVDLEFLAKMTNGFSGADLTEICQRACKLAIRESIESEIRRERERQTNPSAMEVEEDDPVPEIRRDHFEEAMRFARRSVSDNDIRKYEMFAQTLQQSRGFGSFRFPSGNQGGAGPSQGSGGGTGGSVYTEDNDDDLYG
# NCF1 inh: blocks human p47phox regulatory protein of NADPH oxidases. inhibition, % at 24.7 µM. p47phox/p22phox peptide binding, fluorescence polarization, 2 h. 220,000 compounds, 0.53% hits. P14598;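 active = inhibition above about 30%, limit read from the data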;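 note: 0% = p47phox with labelled peptide and 100% = labelled peptide alone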
# * = called active by the depositor; . = not tested or not shown; & = joins results of further samples; [ ] = dose if it differs, or a comment.
# Preview (2 entries):
SMILES,BaF3 parental,Furin inhibitor,TbHK1 inh,EP2 antag,Ba/F3 V617F tox,RBBP9 inh,PPC-1+TRAIL kill,p97 inhibitor,NCF1 inh
Cc1nn(C)cc1C(C)NC(=O)c1cc(COc2c(F)cccc2F)on1 (stereo unspecified),9,-23,0,5,3,6,6,-1,4
CCOc1ccccc1-n1nnnc1SCC(=O)NC(=O)NCc1ccco1,9,-10,6,3,6,0,8,-4,-14

# Main list, from the first entry:
SMILES,BaF3 parental,Furin inhibitor,TbHK1 inh,EP2 antag,Ba/F3 V617F tox,RBBP9 inh,PPC-1+TRAIL kill,p97 inhibitor,NCF1 inh
Cc1nn(C)cc1C(C)NC(=O)c1cc(COc2c(F)cccc2F)on1 (stereo unspecified),9,-23,0,5,3,6,6,-1,4
CCOc1ccccc1-n1nnnc1SCC(=O)NC(=O)NCc1ccco1,9,-10,6,3,6,0,8,-4,-14
CCOC(=O)c1cc(CC)sc1NC(=O)CCC(=O)O,8,0[20 µM],3,7,2,-14,-10,-4,-10
CC(=O)NC(NC(=S)Nc1ccc(C)cc1C)C(Cl)(Cl)Cl (stereo unspecified),2,-28,-5,8,-3,-8,-6,5,-8
CCOC(=O)C1CCCN(CCC(=O)Nc2c(C(=O)OC)[nH]c3cc(OC)ccc23)C1 (stereo unspecified),3,3,-13,2,1,-1,-11,0,-6
O=c1c2ccccc2nnn1CSc1nnnn1-c1ccc(O)cc1,5,-30,-4,4,0,-5,4,2,0
O=C(NCCc1ccccc1)C(=O)Nc1nccs1,3,-13,-4,4,0,3,9,6,9
O=C1/C(=C/c2ccccc2)NC(=S)N1C(c1ccccc1)c1ccccc1,1,-6[20 µM],-17,2,-3,-17,0,7,-10
CCC1(C)Cc2c(sc3nn[nH]c(=O)c23)CO1 (stereo unspecified),2,-19[20 µM],-25,5,-2,-3,-1,0,0
Cn1c(=O)cc(OCCCC(=O)NCc2ccccn2)c2ccccc21,-2,-20,1,5,-5,-5,10,3,-8
CCOc1ccc(/C=N/OCC(=O)Nc2cc(C)on2)cc1,2,-4,34,5,-3,-4,-2,4,-2
C#CCOCCOCCOCCNc1nc(N2CCN(C(=O)[C@H](CCC(=O)O)n3cc(C(N)Cc4ccc(O)cc4)nn3)CC2)nc(N2CCN(C(=O)[C@H](Cc3ccc(O)cc3)n3cc(C(N)[C@H](C)CC)nn3)CC2)n1 (stereo partly specified),.,-20,-14,0,.,.,6,.,4
CCNC(=O)CN(c1ccc(Br)c(C)c1)S(C)(=O)=O,6,-10,3,7,5,-3,-5,0,5
O=C(NCCCN1CCOCC1)C1CC(=O)N(CCc2ccccc2)C1 (stereo unspecified),5,-8[20 µM],3,9,0,-1,31,2,0
O=C(C1=C[C@H](C2CC2)C[C@H](OCCCCO)O1)N1CCN(Cc2ccc3c(c2)OCO3)CC1,-4,-34,-7,3,1,4,-3,0,-9
CCc1nc(N2CCN(C(C)=O)CC2)c(C#N)c2c1COC(C)(C)C2,-1,-29,-2,7,2,-7,-7,-7,3
COc1cc(C(=O)N2CCN(C/C=C/c3ccccc3)CC2)cc(OC)c1C,6,3[20 µM],-21,5,0,-2,5,-7,-12
COc1ccc(OCC(=O)N/N=C(\C)c2cc3ccccc3o2)cc1,2,-33,-2,5,-5,0,40,7,2
N#Cc1cccc(OCC(=O)NC(=O)NCc2ccccc2)c1,4,-13,-1,12,1,2,-1,-1,-3
COc1ccc(C(CC(=O)O)NC(=O)c2ccco2)cc1 (stereo unspecified),4,-27[20 µM],-3,8,-1,1,2,3,-15

# Next part; it opens with the 6 that closed the last part.
SMILES,BaF3 parental,Furin inhibitor,TbHK1 inh,EP2 antag,Ba/F3 V617F tox,RBBP9 inh,PPC-1+TRAIL kill,p97 inhibitor,NCF1 inh
O=C(C1=C[C@H](C2CC2)C[C@H](OCCCCO)O1)N1CCN(Cc2ccc3c(c2)OCO3)CC1,-4,-34,-7,3,1,4,-3,0,-9
CCc1nc(N2CCN(C(C)=O)CC2)c(C#N)c2c1COC(C)(C)C2,-1,-29,-2,7,2,-7,-7,-7,3
COc1cc(C(=O)N2CCN(C/C=C/c3ccccc3)CC2)cc(OC)c1C,6,3[20 µM],-21,5,0,-2,5,-7,-12
COc1ccc(OCC(=O)N/N=C(\C)c2cc3ccccc3o2)cc1,2,-33,-2,5,-5,0,40,7,2
N#Cc1cccc(OCC(=O)NC(=O)NCc2ccccc2)c1,4,-13,-1,12,1,2,-1,-1,-3
COc1ccc(C(CC(=O)O)NC(=O)c2ccco2)cc1 (stereo unspecified),4,-27[20 µM],-3,8,-1,1,2,3,-15
CCCCn1c(NC(=O)c2ccccc2)nc2ccccc21,3,-26,5,3,0,-10,-5,-3,-3
CC(C)C[C@H](NC(=O)c1[nH]cnc1C(=O)Nc1ccc(Cl)cc1)C(=O)OC(C)(C)C,.,-22,-3,16,.,.,8,.,-2
Cc1ccc(-n2c(C)nc3oc4ccccc4c(=O)c3c2=O)cc1,7,-17,3,16,4,-7,10,1,-56
Cc1ccc(C(=O)NC(C)c2ccc3c(c2)OCO3)s1 (stereo unspecified),5,-33,7,4,-2,-3,19,4,-6
CCN(CC)C(=O)N1c2ccccc2C=Cc2ccccc21,6,-8[20 µM],-9,9,-1,-5,-22,-1,-6
CN(C)c1ccc(-c2noc(C3CCN(C(=O)Nc4ccc(Cl)cc4)CC3)n2)cc1,-6,-16,-8,5,-1,8,8,4,-12
CCOc1ccc(CCNC(=O)c2ccc(N3CCCC3=O)cc2)cc1OCC,2,-12[20 µM],-3,12,-1,-7,17,0,-25
CC1CCC2C(=O)N(c3ccccc3OC(=O)c3ccccc3F)C(=O)C2C1 (stereo unspecified),2,-6,3,5,3,-12,9,-10,-6
CCOc1ccc(/C(O)=C2/C(=O)C(=O)N(Cc3cccnc3)C2c2ccc(N(C)C)cc2)c(C)c1 (stereo unspecified),1,4,-23,14,-1,-7,10,6,-1
CCOc1ccccc1NC(=O)COC(=O)C1CC1,4,-6,4,6,3,-11,20,-3,3
CC(C)N1CCC2(CC1)C(C#N)=C(N)NC(S)=C2C#N,4,5,-9,8,-1,1,3,7,-123
CCc1ccccc1Nc1nc(N)nc(CSCC(=O)c2cc(C)n(C)c2C)n1,5,-7,-2,9,4,-6,11,-4,-13
NC(=O)C1CCN(C(=O)N2c3ccccc3Sc3ccccc32)CC1,5,-21,-8,7,2,-7,2,-2,2
CN(C)S(=O)(=O)c1ccc(Cl)c(NC(=O)COC(=O)c2ccc(O)cc2)c1,5,-6,-3,6,0,-4,30,5,-6
COc1ccc2c(Cl)c(C(=O)NCc3ccco3)sc2c1,1,-9[20 µM],-7,6,-3,-4,21,3,-7
CC(C)NC(=O)COc1ncnc2sccc12,-4,-13[20 µM],-6,0,-6,-1,2,5,-8
C/C(Cn1cnc([N+](=O)[O-])n1)=N\NC(=O)c1ccc(F)cc1,-2,-19[20 µM],-4,9,-2,-8,0,2,-10
COC(=O)c1nc(N)sc1-c1ccccc1,9,-14[20 µM],-17,7,4,-7,16,-1,0
CCCc1ccc(S(=O)(=O)Nc2ccc(C)c(NS(C)(=O)=O)c2)cc1,2,-1,6,5,3,-8,-3,-8,-3
CCN(CC)S(=O)(=O)c1ccc(C(=O)Oc2coc(CSc3nc(C)cc(C)n3)cc2=O)cc1,1,-9,-6,6,-3,-6,1,1,-2

# Some of these compounds in order of their number in Furin inhibitor, rising:
Compound	Furin inhibitor	TbHK1 inh	RBBP9 inh	p97 inhibitor	NCF1 inh
Cc1nn(C)cc1C(C)NC(=O)c1cc(COc2c(F)cccc2F)on1 (stereo unspecified)	-23	0	6	-1	4
N#Cc1cccc(OCC(=O)NC(=O)NCc2ccccc2)c1	-13	-1	2	-1	-3
CCNC(=O)CN(c1ccc(Br)c(C)c1)S(C)(=O)=O	-10	3	-3	0	5

# Next compounds follow.
SMILES,BaF3 parental,Furin inhibitor,TbHK1 inh,EP2 antag,Ba/F3 V617F tox,RBBP9 inh,PPC-1+TRAIL kill,p97 inhibitor,NCF1 inh
COC(=O)CCC/C=C1/SCC(NC(=O)c2ccccc2)/C1=N/O (stereo unspecified),7,-30,-7,4,0,9,18,4,-14
O=C(NNC1=Nc2ccccc2SC1)c1ccc(Cl)cc1,0,-22,-10,6,-3,-12,16,4,-13
CCN(CC)S(=O)(=O)c1ccc2nnn(O)c2c1,0,-20,-10,8,0,-7,1,12,-1
CC1Cc2ccccc2N1C(=O)COC(=O)c1c2c(nc3ccccc13)CCCCC2 (stereo unspecified),4,-14,-15,0,-5,-10,23,9,-9
NC(=S)NC(=O)/C=C/c1ccccc1,5,-32,-4,8,-2,-6,3,5,-9
CCN(CC)S(=O)(=O)c1cccc(NC(=O)CNC2CCCCCC2)c1,1,-19,18,11,3,-14,9,-5,-7
CCC(=O)N(C)/C=C1\Sc2ccccc2C1=O,-2,-2[20 µM],-2,13,-4,-8,25,8,.
CCOC(=O)N1CCN(C(=O)CSc2ccc(-c3ccc(OC)c(OC)c3)nn2)CC1,5,-34,-15,3,2,0,14,-1,.
S=c1[nH]nc(-c2ccc3ncccc3c2)n1-c1ccc2c(c1)OCCO2,9,-8,-4,5,1,-18,7,4,0
Cc1cc(CNC(=O)Cn2cc([N+](=O)[O-])cn2)c2ccccc2n1,10,-35,-2,6,0,1,11,2,-4
CCOC(=O)c1ccc(-c2ccc(/C=N/NC(=O)CN(c3cccc(C)c3)S(C)(=O)=O)o2)cc1,-1,-15,-20,6,-3,5,14,8,31*
C=CCOC(=O)C1=C[C@@H](c2ccc(Br)cc2)C[C@@H](OCc2ccc(CO)cc2)O1,2,-22,-4,9,0,0,8,-2,.
COc1ccc(OC(C)C(=O)N2CC(C)OC(C)C2)cc1 (stereo unspecified),2,-13[20 µM],5,12,1,-12,18,-5,-17
CS(=O)(=O)N(CC(=O)NCCSC1CCCCC1)c1ccccc1,8,-5,9,1,3,-9,-1,-7,-2
CCn1c(-c2csc(C(C)C)c2)n[nH]c1=S,3,-26,-1,4,-2,-10,9,0,-5
CCOc1ccc(C(=O)Nc2ccc(S(=O)(=O)N3CCOCC3)cc2)cc1OCC,12,-19,-6,13&12,3,0,9,-5,-6
O=S(=O)(/C=C/c1ccccc1)Nc1ccc(N2CCOCC2)cc1,10,-5,4,3,5,2,23,-5,-16
COc1ccc(CNc2nc3ccccc3n2C)c(OC)c1,2,-20,4,6,2,-2,-4,0,-14

# Some of the entries above, reformatted:
# Screens in order – BaF3 parental	Furin inhibitor	TbHK1 inh	EP2 antag	Ba/F3 V617F tox	RBBP9 inh	PPC-1+TRAIL kill	p97 inhibitor	NCF1 inh
Cc1cc(CNC(=O)Cn2cc([N+](=O)[O-])cn2)c2ccccc2n1
 : 10	-35	-2	6	0	1	11	2	-4
CCc1ccccc1Nc1nc(N)nc(CSCC(=O)c2cc(C)n(C)c2C)n1
 : 5	-7	-2	9	4	-6	11	-4	-13
O=C(NNC1=Nc2ccccc2SC1)c1ccc(Cl)cc1
 : 0	-22	-10	6	-3	-12	16	4	-13

# Not all compounds are listed; the hit share may differ from the screen's.
